Screens: PubChem, several laboratories
M17LAP inhibition: P. falciparum M17LAP inhibitors, primary screen, biochemical, fluorogenic H-Leu-NHMec substrate, 1536-well (AID 1619). hit rate 0.38% among 220,000. inhibition, % at 30 µM; hits with a dose series show IC50 in µM. recombinant M17LAP, H-Leu-NHMec fluorogenic kinetic assay; higher % means a stronger effect;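 active = compound inhibiting the enzyme by more than half at any dose during confirmatory dose-response retesting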;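 note: plate controls were full reaction with DMSO carrier for no effect and no enzyme background for full effect; strong numbers were not always called active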
LYP inhibition: PTPN22 lymphoid phosphatase activity blockers – biochemical, fluorescence intensity, uHTS (AID 1779); hit rate 0.054% among 290,000; inhibition, % at 11.5 µM; hits with a dose series show IC50 in µM; recombinant LYP phosphatase, fluorescence intensity; higher % means a stronger effect; in the data active = inhibition above about 50%;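 note: plate controls were vehicle with enzyme for no effect and no enzyme for full effect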
M1AAP inhibition: malaria alanyl aminopeptidase activity blockers – biochemical, fluorogenic H-Leu-NHMec substrate, 1536-well (AID 1445). recombinant M1AAP, H-Leu-NHMec fluorogenic kinetic assay; higher % means a stronger effect. one-dose inhibition, % at 30 µM; IC50 in µM for titrated hits. hit rate 0.42% among 220,000;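 active = primary inhibition above the hit cutoff, then over 50% inhibition at one or more dose response concentrations, cut at about 23% in these data, passing the limit was not always enough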;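 note: plate controls were DMSO full reaction for no effect and no enzyme background for full effect; strong numbers were not always called active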
Myeloid diff MLP: compounds promoting myeloid differentiation | ER-HoxA9 myeloid progenitors, lysozyme-GFP differentiation, flow cytometry | calls only at 10 µM | hit rate 1% among 360,000;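 active = normalized GFP-positive differentiation at or above the plate's own cutoff, the solvent-only control mean plus 3 SD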;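 note: cells exposed to compound for four days before flow analysis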
Myeloid diff MLP GFP+ MAC1+ %: also measured in Myeloid diff MLP; calls as there; GFP+ MAC1+ double positive, %; measured here: differentiation confirmed by MAC1 staining
The depositor's hits bear a star; i = inactive; . = no result given. Not all compounds are listed (hit frequency here may not be typical).

1	S=c1[nH]nc(-c2cc(-c3ccccc3)n[nH]2)n1/N=C/C(Br)=C/c1ccccc1
2	Cc1ccc(-c2nc3c(c(=O)[nH]c(=O)n3Cc3ccccc3)n2C)s1
3	Cc1ccc2nc(-c3ccc4c(c3)OCCO4)cn2c1
4	O=C1CC(c2ccccc2Cl)c2c(sc3c(=O)[nH]c(CCl)nc23)N1 (configuration not stated)
5	O=C(Cn1cc(COc2cccc([N+](=O)[O-])c2)nn1)c1ccc(O)cc1
6	CC(C)(C)OC(=O)C[C@H]1C/C=C\C[C@@H](CC(=O)N[C@H](CO)Cc2ccccc2)C(=O)N2CCC[C@H]2COC1=O
7	CCOc1ccccc1NC(=O)CSc1nc2[nH]ncc2c(=O)[nH]1
8	COc1ccccc1CNC(=O)c1cc(-c2ccccc2)nn1CC1CC(c2cccc([N+](=O)[O-])c2)=NO1 (configuration not stated)
9	CC1Nc2ncnc(N3CCN(c4ccccn4)CC3)c2N(Cc2ccccc2)C1=O (configuration not stated)
10	Cc1ccc(S(=O)(=O)N2CCCC2CNC(=O)C(=O)Nc2ccc(F)cc2F)cc1 (configuration not stated)

compound no.	1	2	3	4	5	6	7	8	9	10
M17LAP inhibition	-2.2%	-5.4%	-8.1%	-0.9%	.	.	.	.	.	.
LYP inhibition	10.0%	-11.4%	-13.8%	1.8%	.	.	.	.	.	.
M1AAP inhibition	8.0%	0.0%	-0.5%	7.1%	.	.	.	.	.	.
Myeloid diff MLP	.	.	.	.	i	i	i	i	i	i
Myeloid diff MLP GFP+ MAC1+ %	.	.	.	.	1.2	1.1	0.6	0.8	1.9	0.3

Sorted by molecular weight (highest first): part of the list above
8	COc1ccccc1CNC(=O)c1cc(-c2ccccc2)nn1CC1CC(c2cccc([N+](=O)[O-])c2)=NO1 (configuration not stated)
5	O=C(Cn1cc(COc2cccc([N+](=O)[O-])c2)nn1)c1ccc(O)cc1
3	Cc1ccc2nc(-c3ccc4c(c3)OCCO4)cn2c1

compound no.	8	5	3
M17LAP inhibition	.	.	-8.1%
LYP inhibition	.	.	-13.8%
M1AAP inhibition	.	.	-0.5%
Myeloid diff MLP	i	i	.
Myeloid diff MLP GFP+ MAC1+ %	0.8	1.2	.

(further entries)
11	O=C(OCCc1cc2ccccc2c(=O)o1)c1cccs1
12	Cc1nc(-c2ccc(Cl)cc2)sc1C1(C)CC(c2ccccc2)=NO1 (configuration not stated)
13	CN(C)S(=O)(=O)c1ccc(N2CCCC2)c(C(=O)NNC(=O)COc2ccccc2Cl)c1
14	Oc1cc(CNCc2ccccc2)c(O)cc1CNCc1ccccc1
15	CN(C)c1nc(OCc2ccccc2)c2ncc(=O)[nH]c2n1
16	COc1cc(C=Cc2nnc3c4ccccc4cnn23)cc(OC)c1OC
17	COc1ccc(CNC(=O)COC(=O)CNC(=O)c2sc3ccccc3c2Cl)cc1OC
18	Cc1ccc(C)c(S(=O)(=O)N2CCN(C(=O)CN3C(=O)C4CC=CCC4C3=O)CC2)c1 (configuration not stated)
19	CC1(C(=O)Nc2cccc3c2CCCC3)CCN1C(=O)Cc1ccccc1Cl (configuration not stated)
20	Cc1cc(Cl)cc2sc(=S)[nH]c12

compound no.	11	12	13	14	15	16	17	18	19	20
M17LAP inhibition	.	.	.	.	.	.	.	.	.	.
LYP inhibition	.	.	.	.	.	.	.	.	.	.
M1AAP inhibition	.	.	.	.	.	.	.	.	.	.
Myeloid diff MLP	i	i	i	i	i	i	i	i	i	i
Myeloid diff MLP GFP+ MAC1+ %	0.7	1.4	0.7	0.6	0.7	0.1	0.5	0.9	0.4	0.7

21	C/C(=N\OCC(=O)OCC(=O)Nc1cc(S(C)(=O)=O)ccc1Cl)c1ccc2c(c1)OCO2
22	CCOc1ccc([C@@H]2CC=C(C(=O)O)[C@H](c3ccc(F)cc3)N2S(=O)(=O)c2ccc(C)cc2)cc1
23	O=C(COC(=O)c1ccc(Br)cc1)NC(=O)NCc1ccccc1
24	O=C(c1cccs1)N1C[C@@H](O)[C@H](n2cc(C3CC3)nn2)C[C@@H]1c1ccccc1
25	CN(C(=O)c1cncc(Br)c1)c1c(N)n(Cc2ccccc2)c(=O)[nH]c1=O
26	COc1ccc(/C=C/C(=O)OCC(=O)NC2CCS(=O)(=O)C2)cc1 (configuration not stated)
27	Cc1ccc(Nc2cccc(C(F)(F)F)c2)nn1
28	Cc1ccc(C(=O)NCC(=O)NCc2ccccc2F)s1
29	Cc1ccccc1C(=O)N1CCC(C(=O)NN2C(=O)NC3(CCCCC3)C2=O)CC1
30	COc1ccc(-c2cc3nc(NCCN4CCCC4)n(C)c(=O)c3s2)cc1OC

compound no.	21	22	23	24	25	26	27	28	29	30
M17LAP inhibition	.	.	.	.	.	.	.	.	.	.
LYP inhibition	.	.	.	.	.	.	.	.	.	.
M1AAP inhibition	.	.	.	.	.	.	.	.	.	.
Myeloid diff MLP	i	i	i	i	i	i	i	i	i	i
Myeloid diff MLP GFP+ MAC1+ %	0.6	1.4	0.7	0.5	0.5	0.7	0.2	0.2	0.2	1.7

31	Cc1ccc(-c2nc3ccc(Cl)cn3c2Cc2ccccc2C(F)(F)F)cc1
32	COc1ccc(-c2noc3c2-c2nc(-c4ccc(Br)cc4)sc2CC3)cc1
33	Cc1sc2ncnc(N3CCC(C(=O)Nc4nc(-c5cccs5)cs4)CC3)c2c1C
34	CN(C(=O)c1cccc(NC(=O)Cc2ccc(NC(=O)C3CCN(C(=O)C4CCCCC4)CC3)cc2)c1)C1CC1
35	COc1ccc(NC(=O)CSc2nnnn2-c2cccc(OC)c2)cc1
36	COc1cc(-c2cc3nc(NCCc4ccncc4)ccn3n2)cc(OC)c1OC
37	CCCn1nc(C(=O)Nc2ccc(N3CCOCC3)cc2)c2ccccc2c1=O
38	Cc1noc(C)c1COc1ccccc1C(=O)NCc1ccccc1Cl
39	CCCC(=O)Nc1ccc(C(=O)COC(=O)C2CC2C)cc1 (configuration not stated)
40	COc1cccc(CN(C)CCCn2cnc(C(=O)Nc3ccc(C)c(C)c3)n2)c1

compound no.	31	32	33	34	35	36	37	38	39	40
M17LAP inhibition	.	.	.	.	.	.	.	.	.	.
LYP inhibition	.	.	.	.	.	.	.	.	.	.
M1AAP inhibition	.	.	.	.	.	.	.	.	.	.
Myeloid diff MLP	i	i	i	i	i	i	i	i	i	i
Myeloid diff MLP GFP+ MAC1+ %	1.2	0.9	1.7	0.4	1.5	0.5	0.9	1.9	0.3	0.4

An excerpt of these results, with tabs.
No.	Structure	M17LAP inhibition	LYP inhibition	M1AAP inhibition	Myeloid diff MLP	Myeloid diff MLP GFP+ MAC1+ %
35	COc1ccc(NC(=O)CSc2nnnn2-c2cccc(OC)c2)cc1	.	.	.	i	1.5
36	COc1cc(-c2cc3nc(NCCc4ccncc4)ccn3n2)cc(OC)c1OC	.	.	.	i	0.5
37	CCCn1nc(C(=O)Nc2ccc(N3CCOCC3)cc2)c2ccccc2c1=O	.	.	.	i	0.9
38	Cc1noc(C)c1COc1ccccc1C(=O)NCc1ccccc1Cl	.	.	.	i	1.9
39	CCCC(=O)Nc1ccc(C(=O)COC(=O)C2CC2C)cc1 (configuration not stated)	.	.	.	i	0.3

Carrying on:
41	OC(c1cccc(Cl)c1)c1nc(/C=C/c2ccc(C(F)(F)F)cc2)cs1 (configuration not stated)
42	CCC1(c2ccccc2)NC(=O)N(CC(=O)Nc2ccc(N3CCOCC3)cc2)C1=O (configuration not stated)
43	CC(C)CN(C(=O)CSc1nc2ccccc2c(=O)n1C)C1CCS(=O)(=O)C1 (configuration not stated)
44	O=C(Nc1ccc(N2CCOCC2)cc1)C1CCN(S(=O)(=O)c2cccc(C(F)(F)F)c2)CC1
45	C[C@H](c1ccccc1)N1C[C@@H](COCc2ccccc2)Oc2cc(N3CC[C@@H](N(C)C)C3)ccc2S1(=O)=O
46	CCCCOCCCNC(=O)C[C@@H]1C[C@@]2(C(=O)OC)CCCCC=C2N(Cc2cccc3ccccc23)C1=O
47	COc1cccc(-c2cccc(NC(=O)C3CCN(CCCn4cccn4)CC3)c2)c1
48	O=c1ncn(-c2cccc(Cl)c2)c2ccccc12
49	CN(C)CCNC(=O)c1ccc(-c2cnn(C)c2)c2ccoc12
50	CCCc1cc(=O)[nH]c2nnc(SCC(=O)Nc3ccc(NC(C)=O)cc3)n12

compound no.	41	42	43	44	45	46	47	48	49	50
M17LAP inhibition	.	.	.	.	.	.	.	.	.	.
LYP inhibition	.	.	.	.	.	.	.	.	.	.
M1AAP inhibition	.	.	.	.	.	.	.	.	.	.
Myeloid diff MLP	i	i	i	i	i	i	i	i	i	i
Myeloid diff MLP GFP+ MAC1+ %	1.0	0.2	0.7	1.6	0.7	1.1	0.8	0.4	1.1	0.5

51	CCOC(=O)C1=C(COC(=O)COc2ccccc2OCC)NC(=O)NC1C (configuration not stated)
52	N#Cc1ccc(OC(=O)C2CCN(C3=NS(=O)(=O)c4ccccc43)CC2)cc1
53	Cc1cccc(CCN2C(N(C)C)=NC[C@@H]2Cc2ccccc2)c1
54	COc1ccc(NC(=O)C[C@H]2C(=O)N(Cc3ccccc3)C[C@@H]2Cc2ccccc2)cc1
55	CC(C)(C)OC(=O)C[C@H]1C/C=C\C[C@@H](CC(=O)N(CCO)Cc2ccccc2)C(=O)N[C@@H](c2ccccc2)COC1=O
56	CCOC(=O)COc1c(Cl)cc(/C=C2\N=C(C)OC2=O)cc1OC
57	COc1ccc(COC(=O)NC(C(=O)O)c2ccccc2)cc1 (configuration not stated)

compound no.	51	52	53	54	55	56	57
M17LAP inhibition	.	.	.	.	.	.	.
LYP inhibition	.	.	.	.	.	.	.
M1AAP inhibition	.	.	.	.	.	.	.
Myeloid diff MLP	i	i	i	i	i	i	i
Myeloid diff MLP GFP+ MAC1+ %	0.9	1.2	1.6	0.5	1.1	0.6	2.0

Full records as entered above. Screens in order: M17LAP inhibition	LYP inhibition	M1AAP inhibition	Myeloid diff MLP	Myeloid diff MLP GFP+ MAC1+ %
Listed for N#Cc1ccc(OC(=O)C2CCN(C3=NS(=O)(=O)c4ccccc43)CC2)cc1 : .	.	.	i	1.2
Listed for CCOC(=O)C1=C(COC(=O)COc2ccccc2OCC)NC(=O)NC1C (configuration not stated) : .	.	.	i	0.9
Listed for CC(C)(C)OC(=O)C[C@H]1C/C=C\C[C@@H](CC(=O)N(CCO)Cc2ccccc2)C(=O)N[C@@H](c2ccccc2)COC1=O : .	.	.	i	1.1
Listed for COc1ccc(NC(=O)C[C@H]2C(=O)N(Cc3ccccc3)C[C@@H]2Cc2ccccc2)cc1 : .	.	.	i	0.5
Listed for CCOC(=O)COc1c(Cl)cc(/C=C2\N=C(C)OC2=O)cc1OC : .	.	.	i	0.6
